Bioassay records from PubChem BioAssay.
PMI act hi M6P – human PMI activators, high substrate, primary screen, biochemical, fluorescence intensity, near-saturating mannose 6-phosphate; Mannose-6-phosphate isomerase (Homo sapiens), P34949; coupled PMI enzyme assay, resazurin fluorescence, 20 min; hits give high values; 1 = untreated enzyme, 0 = substrate-free blank; activation factor at 20 µM; 190,000 tested, 0.34% active;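 active means activation factor of 2 or more at 20 µM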
Target sequence (P34949 whole entry, looked up): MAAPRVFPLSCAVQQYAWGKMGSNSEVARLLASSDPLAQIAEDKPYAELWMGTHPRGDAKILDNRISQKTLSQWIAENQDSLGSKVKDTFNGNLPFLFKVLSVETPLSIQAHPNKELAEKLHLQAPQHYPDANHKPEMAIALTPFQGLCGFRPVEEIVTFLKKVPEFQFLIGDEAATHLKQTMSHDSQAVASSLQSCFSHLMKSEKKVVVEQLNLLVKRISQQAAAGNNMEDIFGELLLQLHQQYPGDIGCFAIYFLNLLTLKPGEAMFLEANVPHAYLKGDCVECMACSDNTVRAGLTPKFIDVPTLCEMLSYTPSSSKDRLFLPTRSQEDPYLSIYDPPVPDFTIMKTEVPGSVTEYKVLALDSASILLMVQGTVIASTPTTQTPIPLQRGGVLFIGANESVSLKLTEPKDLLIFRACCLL
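Test system: Human PMI in coupled enzyme assay | Input: 15 ng/mL PMI | Medium: HEPES-buffered pH 7.4 with magnesium and detergent | Compound: One concentration, 20 µM, in 1% DMSO | Incubation: Enzyme reaction with compound 20 min at room temperature | Detection: Diaphorase-driven resazurin-to-resorufin fluorescence, excitation 544, emission 590 nm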
PMI act – activators of human PMI, primary screen, biochemical, fluorescence intensity, near-Km mannose 6-phosphate. purified human PMI, coupled resazurin fluorescence, 20 min; hits give high values; 1 = vehicle control, 0 substrate-free wells. activation factor at 20 µM. 190,000 tested, 0.005% active;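 active means activation factor of 2 or more at 20 µM, relative to plate controls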
S1P3 antag – S1P3 receptor antagonists, primary screen, cell-based; CHO S1P3 NFAT-BLA reporter, FRET fluorescence, antagonist mode; inhibition, % at 4.98 µM; 170,000 tested, 0.27% active; AID 485, 2006;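 active means inhibition above the plate cutoff, the mean inhibition of test wells on that plate plus 3 SD, cut at about 28% in these data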;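 further: cells challenged with S1P at its EC80 of 0.8 µM; blue over green emission ratio from cleaved BLA substrate after 4 h stimulation; 0% = S1P-stimulated wells and 100% = unstimulated DMSO-only wells; some compounds past the cut are filed as inactive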
Target sequence (Q99500 whole entry, looked up): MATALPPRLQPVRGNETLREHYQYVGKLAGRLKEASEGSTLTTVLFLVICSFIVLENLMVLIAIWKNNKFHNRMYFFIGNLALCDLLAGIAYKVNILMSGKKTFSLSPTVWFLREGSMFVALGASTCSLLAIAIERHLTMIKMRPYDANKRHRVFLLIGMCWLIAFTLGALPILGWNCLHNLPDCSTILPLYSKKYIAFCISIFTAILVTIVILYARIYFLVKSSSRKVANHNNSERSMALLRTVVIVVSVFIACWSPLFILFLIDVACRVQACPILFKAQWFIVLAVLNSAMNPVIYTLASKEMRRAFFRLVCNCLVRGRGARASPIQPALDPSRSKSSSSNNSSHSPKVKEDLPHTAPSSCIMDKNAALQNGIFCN
Diaph act CS – compounds boosting diaphorase resazurin reduction – biochemical, uHTS, resorufin fluorescence, counter-screen for diaphorase-coupled primary assays, primary screen. activation factor at 20 µM. Diaphorase/resazurin coupled assay, 16 min; hits give high values; 1 = vehicle wells, 0 = NADH-free wells. 190,000 tested, 0.005% active;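 active means diaphorase activity raised at least twofold by the compound at 20 µM; inactive means activation factor below 2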
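System – purified diaphorase enzyme from Clostridium kluyveri · Input – enzyme 0.07 U/mL final · Also added – final NADH 0.114 mM, resazurin 0.1 mM · Measured by – fluorescence of resorufin, 544 nm excitation, 590 nm emission · Timing – 16 min enzyme reaction, ambient temperature · Measure – resorufin increase flagging diaphorase activators or reducers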
RAM network inh – inhibitors of the yeast RAM network, primary screen, dse1pr::URA3 reporter, 5-FOA selection. S. cerevisiae dse1pr::URA3 reporter, 5-FOA growth OD615, 2 d; analog-sensitive cbk1-as2 kinase mutant strain. inhibition, % at 50 µM. 190,000 tested, 1.8% active. AID 868, 2007;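 active means inhibition above a set limit, 3 SD over mean compound inhibition, cut at about 8.4% in these data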;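 further: 0% = DMSO-only wells with no growth and 100% = 10 µM 1-NA-PP1 full growth; inhibition rescues growth on 5-FOA so higher OD means more RAM inhibition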
Diaph inh CS – diaphorase inhibitors and chemical oxidizers, primary screen, counter-screen for diaphorase-coupled primary assays, biochemical, uHTS, resorufin fluorescence; diaphorase resazurin-to-resorufin fluorescence, NADH, 16 min; bacterial (C. kluyveri) enzyme, not human; 190,000 tested, 0.69% active; inhibition, % at 20 µM;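 active means primary screen inhibition at 20 µM above a set limit, cut at about 50% in these data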;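 further: plate controls were DMSO with full reaction for no effect and wells lacking NADH for full effect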
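Test system: bacterial diaphorase enzyme (C. kluyveri); Quantity: 0.14 U/mL diaphorase, enzyme working solution; Times: reaction incubation of 16 min at room temperature; Measured by: fluorescence of resorufin formed from resazurin, Ex 544/Em 590 nm; Benchmarks: positive control minus NADH, DMSO neutral control.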
TLR4 MyD88 comp – inhibitors of TLR4-MyD88 association in cells, primary screen, cell-based, HeLa CL3-4, BLA complementation, FRET ratio | Toll-like receptor 4 (Homo sapiens) + Myeloid differentiation primary response protein … | HeLa CL3-4 TLR4/MyD88 BLA complementation | inhibition, % at 8.4 µM | 200,000 tested, 0.18% active | AID 861, 2007; in the data active means inhibition above about 25%;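 further: 0% = vehicle and 100% = reference inhibitor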
G6PDH counter – L. mesenteroides G6PDH inhibitors, counter-screen for G6PDH-coupled screening assays, biochemical, Leuconostoc mesenteroides enzyme; inhibition, % at 5 µM; 200,000 tested, 0.12% active; glucose-6-phosphate dehydrogenase [Leuconostoc mesenteroides]; Purified L. mesenteroides G6PDH, diaphorase/resazurin coupled fluorescence, 45 min
DTT redox prof – compounds producing H2O2 with reducing agent – biochemical, NIH compound library profiling, artefact control for MLSCN library redox annotation, primary screen | DTT-dependent redox cycling H2O2, phenol red/HRP absorbance; 100% = 100 µM peroxide control, 0% = buffer | activation, % at 10 µM | 200,000 tested, 0.03% active;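 active means activation of at least 50% relative to the plate's high and low controls in the primary single-dose screen; inactive means activation below 50%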;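 further: compound incubated with DTT at 0.8 mM final as the reducing agent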
Hsp70 act – Hsp70 transcriptional activators, primary screen, cell-based, HeLa, Hsp70 promoter luciferase, luminescence, 10 µM; HeLa Hsp70 promoter luciferase reporter; scaled: vehicle 0, proteasome-inhibitor control 100%; activation, % at 10 µM; 200,000 tested, 0.04% active; AID 1203, 2008;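 active means activation above the mean across all tested compounds plus 3 SD, cutoff set per campaign, cut at about 5.5% in these data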;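 further: 100% = MG132 at 30 µM as the positive control and 0% = DMSO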
L major viab – Leishmania major promastigote growth inhibition, primary screen. Leishmania major promastigotes, resazurin fluorescence viability. inhibition, % at 10 µM. 200,000 tested, 9% active. AID 1063, 2008;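 further: promastigotes grown with compound for 44 hours at 28 °C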
* hit, by the source's call; . = no result given. Unless noted, no stated cut-off is given here; in the data, active means inhibition above about 50%; inactive means the rest.

Assay codes: A = PMI act hi M6P; B = PMI act; C = S1P3 antag; D = Diaph act CS; E = RAM network inh; F = Diaph inh CS; G = TLR4 MyD88 comp; H = G6PDH counter; I = DTT redox prof; J = Hsp70 act; K = L major viab
COc1cccc(/C=N/NC(=O)Cn2nc(C)c([N+](=O)[O-])c2C)c1O
  A = 1.2; B = 1.1; C = 3; D = 0.9; E = 0.5; F = 12; G = 2; H = -5; I = -0.1; J = -0.6; K = 82*

CCOC(=O)c1ccc(NC(=O)CN2C(=O)C(=O)N(CC(C)C)C2=O)cc1
  A = 1; B = 0.9; C = .; D = 0.9; E = 0.0; F = 13; G = 9; H = -3; I = 0.1; J = -0.1; K = -8

O=C(Nc1ccc(N2CCCC2)c(Cl)c1)c1ccc(Br)o1
  A = 1.6; B = 1.7; C = -2; D = 1.3; E = 1.4; F = -28; G = 4; H = 0; I = 3.5; J = 0.2; K = 8

O=S(=O)(Nc1cccc2ncccc12)c1cccs1
  A = 0.7; B = 0.7; C = 4; D = 0.7; E = 0.7; F = 30; G = 5; H = -25; I = -0.2; J = -0.1; K = 100*

Cc1[nH]n(-c2ccccc2)c(=O)c1C(C[N+](=O)[O-])c1ccccc1Cl (stereo unspecified)
  A = 0.8; B = 0.8; C = .; D = 0.8; E = 3.8; F = 20; G = 0; H = 10; I = -0.3; J = -0.4; K = 7

COc1ccc(CCn2c(C)nc3ccccc3c2=O)cc1OC
  A = 0.9; B = 0.9; C = -12; D = 0.9; E = 2.8; F = 8; G = -1; H = 26; I = -0.5; J = 0.4; K = -3

OCC[C@@H]1C[C@@H](O)[C@H](O)[C@]2(CCCCO2)O1
  A = 1; B = 1; C = -15; D = 0.9; E = 2.3; F = 9; G = -10; H = 12; I = 0.4; J = 0.0; K = -5

O=c1c2cnn(-c3ccccc3)c2ncn1/N=C/c1ccncc1
  A = .; B = .; C = 3; D = .; E = .; F = .; G = -2; H = .; I = 2.7; J = -0.3; K = 1

CCc1ccc(/C=C/C(=O)c2cc(Br)ccc(=O)c2O)cc1
  A = 1.9; B = 1.5; C = .; D = 0.8; E = 5.1; F = 20; G = 4; H = 3; I = 0.6; J = 0.1; K = 11

Cc1ccc(SCCC(=O)Nc2ccccc2C(=O)N2CCOCC2)cc1
  A = 1; B = 0.9; C = -11; D = 0.9; E = 1.4; F = 8; G = 2; H = 3; I = 0.0; J = -0.3; K = -3

3 structures already listed, sorted by length of the SMILES, low to high.
Assay codes: A = PMI act hi M6P; B = PMI act; C = S1P3 antag; D = Diaph act CS; E = RAM network inh; F = Diaph inh CS; G = TLR4 MyD88 comp; H = G6PDH counter; I = DTT redox prof; J = Hsp70 act; K = L major viab
OCC[C@@H]1C[C@@H](O)[C@H](O)[C@]2(CCCCO2)O1
  A = 1; B = 1; C = -15; D = 0.9; E = 2.3; F = 9; G = -10; H = 12; I = 0.4; J = 0.0; K = -5

CCOC(=O)c1ccc(NC(=O)CN2C(=O)C(=O)N(CC(C)C)C2=O)cc1
  A = 1; B = 0.9; C = .; D = 0.9; E = 0.0; F = 13; G = 9; H = -3; I = 0.1; J = -0.1; K = -8

Cc1[nH]n(-c2ccccc2)c(=O)c1C(C[N+](=O)[O-])c1ccccc1Cl (stereo unspecified)
  A = 0.8; B = 0.8; C = .; D = 0.8; E = 3.8; F = 20; G = 0; H = 10; I = -0.3; J = -0.4; K = 7

Back to the main list with the 2 entries that preceded the break.
Order of values: PMI act hi M6P, PMI act, S1P3 antag, Diaph act CS, RAM network inh, Diaph inh CS, TLR4 MyD88 comp, G6PDH counter, DTT redox prof, Hsp70 act, L major viab
> CCc1ccc(/C=C/C(=O)c2cc(Br)ccc(=O)c2O)cc1
  1.9, 1.5, ., 0.8, 5.1, 20, 4, 3, 0.6, 0.1, 11
> Cc1ccc(SCCC(=O)Nc2ccccc2C(=O)N2CCOCC2)cc1
  1, 0.9, -11, 0.9, 1.4, 8, 2, 3, 0.0, -0.3, -3
> CNC(=O)C1CC(=O)N(Cc2ccc3c(c2)OCO3)C(=Nc2ccc(OC)cc2)S1 (stereo unspecified)
  1, 1, -14, 1.1, 7.9, -11, 3, 8, 1.5, -0.2, -6
> O=C(NCCN1CCOCC1)c1ccc2ccccc2n1
  1, 0.9, ., 0.9, 3.3, 8, -2, 2, 0.1, -0.2, -1
> O=C(NCc1cccs1)c1cccc(N2CCCC2=O)c1
  1, 1, -16, 1, 0.8, 0, -4, 2, 0.1, -0.1, -4
> c1ccc(N2CCN(Cc3ccnc4ccccc34)CC2)cc1
  2*, 1.5, 19, 0.9, -1.6, 11, 0, 1, 2.2, -0.3, 8
> O=C(CC(=O)Nc1ccc(Cl)c(Cl)c1)N/N=C/c1ccc(O)cc1
  0.9, 1, 8, 0.8, 5.0, 17, -4, -4, -0.5, -0.3, 59*
> O=C(NCC1CCCN(Cc2ccc3nonc3c2)C1)c1ccc(F)cc1 (stereo unspecified)
  1, 0.9, 4, 0.9, 1.1, 9, 1, -1, -0.5, -0.3, 90*
> Nc1nnc(CC(=O)N/N=C\c2cc([N+](=O)[O-])ccc2O)s1
  1.2, 0.8, 6, 0.6, 0.1, 36, 4, -6, 0.4, -0.3, -10
> Cc1cc(Cl)ccc1NC(=S)N1CCC(C(N)=O)(N2CCCCC2)CC1
  0.9, 0.8, -9, 0.9, 0.9, 9, 1, 9, -0.5, -0.4, -4
> Cc1cc(=O)c2n(Cc3ccc(Cl)cc3)nc[n+]2[nH]1
  1, 0.9, -19, 0.8, -0.4, 16, 10, 1, -0.7, -0.2, 2
> COc1ccc(OC)c(N(CC(=O)NCCSc2ccccc2)S(C)(=O)=O)c1
  1.1, 1.1, ., 0.9, 3.8, 7, 17, 8, -0.4, -0.3, -4
> COC(=O)c1ccccc1NC(=S)NC(=O)COc1ccccc1
  1, 0.9, ., 0.8, 1.8, 18, 0, 2, -0.5, -0.5, -9
> O=C(Nc1cccc(S(=O)(=O)Nc2ccc(Cl)cc2)c1)c1ccc2c(c1)OCCO2
  0.9, 0.8, 14, 0.9, 8.0, 15, -6, 0, 0.8, -0.4, 15
> Clc1ccc(C2=CSC3=Nc4cccc5cccc(c45)N23)cc1
  1.3, 1.4, ., 0.6, 3.4, 36, -2, 42, -0.7, -0.2, 99*

Single entries from the list:
O=c1c2cnn(-c3ccccc3)c2ncn1/N=C/c1ccncc1 – L major viab = 1
Cc1ccc(SCCC(=O)Nc2ccccc2C(=O)N2CCOCC2)cc1 – S1P3 antag = -11

Arranged by the number under TLR4 MyD88 comp (descending): 5 of the compounds above.
Compound,TLR4 MyD88 comp
Nc1nnc(CC(=O)N/N=C\c2cc([N+](=O)[O-])ccc2O)s1,4
CNC(=O)C1CC(=O)N(Cc2ccc3c(c2)OCO3)C(=Nc2ccc(OC)cc2)S1 (stereo unspecified),3
c1ccc(N2CCN(Cc3ccnc4ccccc34)CC2)cc1,0
Clc1ccc(C2=CSC3=Nc4cccc5cccc(c45)N23)cc1,-2
O=C(CC(=O)Nc1ccc(Cl)c(Cl)c1)N/N=C/c1ccc(O)cc1,-4

An unsorted share of the library; 12% or so of the library scored in one or more.
